ERG Ets-DNA blk = ERG Ets/DNA interaction inhibition | P11308 | fluorescence polarization, His-ERG Ets domain / labelled DNA | hit rate 0.028% among 370,000 | Potency, µM (doses to about 76.9 µM), for inactives: top-dose FP activity, negative = inhibition, most hits filed as inhibitors; active = well fitted inhibition curve with a large enough effect in the polarisation, with a control signal flat; inconclusive = small, poorly fitted or top-dose-only effect, or effect the other way, or a change in a side signal; inactive = no such curve, though single readings can be large or run the other way; the % refers to the polarisation;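 note: polarization taken with two DNA probes labelled with fluorescein and Texas red; potency is the fitted concentration of half-maximal effect; % of control where 0% means no effect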
Target sequence (P11308 whole entry, looked up, the tested form may be a part): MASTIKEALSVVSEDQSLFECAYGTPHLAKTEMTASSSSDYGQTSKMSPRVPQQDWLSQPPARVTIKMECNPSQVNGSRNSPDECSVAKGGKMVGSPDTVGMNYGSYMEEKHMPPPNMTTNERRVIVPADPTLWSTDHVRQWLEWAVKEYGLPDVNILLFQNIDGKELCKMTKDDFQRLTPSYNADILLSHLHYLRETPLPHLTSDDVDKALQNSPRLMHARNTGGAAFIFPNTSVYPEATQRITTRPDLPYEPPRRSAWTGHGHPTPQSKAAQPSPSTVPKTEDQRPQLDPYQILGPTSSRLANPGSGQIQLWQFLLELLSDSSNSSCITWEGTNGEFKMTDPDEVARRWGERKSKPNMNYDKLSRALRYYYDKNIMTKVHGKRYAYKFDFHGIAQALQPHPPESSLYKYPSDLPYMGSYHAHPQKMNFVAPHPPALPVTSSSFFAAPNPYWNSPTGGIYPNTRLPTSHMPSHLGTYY
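His-tagged ERG Ets domain (1 uM in the protein solution; 300mM KCl, 50mM Tris-HCl, 1mM EDTA, 1mM DTT, pH 7.5) received compound, then a probe mix of 5 nM fluorescein-DNA and 100nM Texas-615-DNA. Fluorescence polarization was read for both dyes.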
G9a inh = inhibitors of human histone lysine methyltransferase G9a | Potency, µM (highest dose often 102 µM), for inactives: top-dose activity, negative = inhibition, usual class: inhibitors | Q96KQ7 | G9a H3K9 monomethylation, AlphaScreen, 2 h | hit rate 8.8% among 350,000; note: potency is the fitted concentration of half-maximal effect; % is set by controls: 0 for no effect and ±100 for the full control effect; nearly all actives have a fitted effect of over 75% in size
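Enzyme 20 nM + cpd, 15 min RT; add b-H3K9 pep 500 nM / SAM 20 uM; 2 h RT; anti-H3K9me1 Ab 0.5 ug/mL + SA donor / anti-rabbit acceptor beads 20 ug/mL each, 10 min; AlphaScreen read.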
GLS inh = blocks human kidney-isoform glutaminase activity; GLS enzymatic activity, qHTS titration; hit rate 0.21% among 410,000; AID 624170; Potency, µM (top dose mostly 45.5 µM), inactives show top-dose activity change, negative = inhibition, most hits filed as inhibitors; note: potency is the fitted concentration of half-maximal effect; % is set by controls: 0 for no effect and ±100 for the full control effect
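Two-point fluorescence kinetic (t0, 30 min RT) for hKGA; glutamate detected via glutamate oxidase–HRP–Amplex Red. Substrate: 1 mM L-glutamine solution; buffer 45 mM KH2PO4, pH 8.2.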
BAZ2B inh = inhibitors of human BAZ2B bromodomain; Q9UIF8; AlphaScreen BAZ2B-H3K14Ac peptide displacement; Potency, µM (titrated, usually from 114 µM), without a hit: at the top dose activity change, negative = inhibition, most hits filed as inhibitors; hit rate 4.4% among 360,000; AID 504333; note: potency is the fitted concentration of half-maximal effect; % is set by controls: 0 for no effect and ±100 for the full control effect; nearly all actives have a fitted effect of over 60% in size
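Inhibition is scored as reduced AlphaScreen emission. The BAZ2B/b-H3(5-23)K14Ac complex (50 nM each) in PBS pH 7.4, 0.01% Tween-20 meets compound (up to 110 uM) for 30 min at RT before bead addition.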
12-LOX inh = inhibitors of human 12S-lipoxygenase ALOX12 | AID 1671190 | hit rate 1.1% among 580,000 | purified 12hLO, xylenol orange hydroperoxide absorbance | Potency, µM (top dose mostly 108 µM), for inactives: at the top dose activity change, negative = inhibition, most hits filed as inhibitors; note: potency is the fitted concentration of half-maximal effect; % is set by controls: 0 for no effect and ±100 for the full control effect
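Purified human 12hLO (150 nM final) in 25 mM Hepes, 0.01% Triton X-100, pH 7.0 was preincubated 15 min at room temperature with compound. Then 40 uM arachidonic acid was added, 30 min. Hydroperoxide was read by Fe-XO absorbance ratio 573/405 nm.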
HP1b chromo inh = HP1-beta chromodomain-methylated histone interaction inhibition; hit rate 0.56% among 390,000; P83916; AlphaScreen HP1-beta / biotin-H3K9me3 peptide binding; AID 540317; Potency, µM (titrated, usually from 114 µM), without a hit: at the highest dose activity change, negative = inhibition, actives largely listed as inhibitors; note: potency is the fitted concentration of half-maximal effect; nearly all actives have a fitted effect of over 70% in size; inactives centre near 23
Target sequence (P83916 whole entry, looked up): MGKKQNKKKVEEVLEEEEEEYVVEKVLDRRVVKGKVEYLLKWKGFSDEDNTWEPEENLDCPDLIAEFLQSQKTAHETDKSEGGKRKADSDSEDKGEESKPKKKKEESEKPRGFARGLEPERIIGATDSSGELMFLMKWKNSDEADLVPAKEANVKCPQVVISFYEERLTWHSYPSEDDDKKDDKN
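AlphaScreen: HP1-beta (50 nM) preformed 30 min with biotin-H3(1-18)K9me3 peptide (50 nM) in PBS pH 7.4, 0.01% Tween-20. Compound added for 30 min at RT, then streptavidin donor/nickel chelate acceptor beads (10 ug/mL) for 30 min.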
PI4K2A inh = PI4K2A (human) kinase inhibition. hit rate 0.13% among 420,000. purified PI4K2A, ADP-Glo luminescence, 1 h; hits give low values. AID 1346378. activity change, negative = inhibition, % at 76.9 µM. Q9BTU6; in the data active = activity change below about -50%; inconclusive = mostly about -30% to -49%;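 note: -100% = wells without enzyme as full effect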
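In this quantitative HTS, ADP production by PI4K2A was quantified luminescently after 1 h at ambient temperature; 100 microM adenosine served as plate-quality control.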
JMJD2A Tudor = blocks the human JMJD2A Tudor domain. hit rate 4.4% among 390,000. Potency, µM (top dose mostly 114 µM), without a hit: at the highest dose activity change, negative = inhibition, hits mostly inhibitors. AlphaScreen JMJD2A-Tudor / H3K4me3 peptide binding. O75164. AID 504339; note: potency is the fitted concentration of half-maximal effect; % is set by controls: 0 for no effect and ±100 for the full control effect; nearly all actives have a fitted effect of over 50% in size
RGS4 inhibitor = inhibitors of human regulator of G protein signaling 4 | P49798 | hit rate 0.039% among 390,000 | Transcreener GDP fluorescence polarization, RGS4-accelerated GTP hydrolysis | Potency, µM (titrated, usually from 114 µM), for the others: top-dose activity change, negative = inhibition, usual class: inhibitors; note: potency is the fitted concentration of half-maximal effect; % is set by controls: 0 for no effect and ±100 for the full control effect; nearly all actives have a fitted effect of over 75% in size; some results filed as inactive show a strong effect at the top dose
Target sequence (P49798 whole entry, looked up): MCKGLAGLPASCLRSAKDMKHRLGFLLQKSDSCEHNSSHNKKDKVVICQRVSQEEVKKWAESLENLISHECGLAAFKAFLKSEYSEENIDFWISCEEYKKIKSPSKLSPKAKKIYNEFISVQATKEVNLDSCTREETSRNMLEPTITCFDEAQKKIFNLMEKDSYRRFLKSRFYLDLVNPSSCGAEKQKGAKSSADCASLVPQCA
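MLSMR compounds (23 nl, pin-transferred) preincubated 10 min at room temperature with a 500nM (2x) first reagent, then RGS4 at 900nM (2x) plus Transcreener GDP mix added; fluorescence polarization (620/688 nm) read before and after 90 min at 30 °C.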
An asterisk follows results filed as active; ? = inconclusive; · = no result given; & = joins results of further samples; [ ] = remark or other dose. Unless noted, calls come from the whole dose curve; as a rule, active = well fitted curve in the direction sought with a large enough effect; inconclusive = small, poorly fitted or top-dose-only effect, or another doubt; inactive = no such curve, though single readings can be large; an effect the other way counts as inactive or inconclusive. These rows are one share of the data. The share of hits here may be higher or lower than overall.

compound	ERG Ets-DNA blk	G9a inh	GLS inh	BAZ2B inh	12-LOX inh	HP1b chromo inh	PI4K2A inh	JMJD2A Tudor	RGS4 inhibitor
Cc1cc(Nc2nc3c(c(=O)n(C)c(=O)n3C)n2C)n(-c2ccc(Cl)cc2)n1	4%	?	1%	12%	0%	33%	-3	-8%	-21%
CCOc1ccc(S(=O)(=O)N2CCN(CC)CC2)cc1NC(=O)c1ccccc1F	10%	?	4%	-15%	-3%	-11%	2	-30%	7%
Cc1ccc(C2N(c3ccc(F)cc3)C(=O)C3CCCN32)cc1 (stereo not drawn)	-2%	?	-4%	-3%	353%[activator]	50%[activator]	-1	-4%	-9%
CCOP(=O)(c1ccccc1)C(O)c1ccc([N+](=O)[O-])cc1 (stereo not drawn)	-14%	-2%[0.501 µM]	17%	-22%	0%	15%	2	-13%	7%
Cc1c(Cl)c([N+](=O)[O-])nn1Cc1ccc(C(=O)N/N=C\c2cccc(Br)c2)o1	-1%	28%[59 µM]	-2%	-21%[57.1 µM]	15%	6%	-4	-29%	-19%
Cc1cc(-c2ccc(C)c(S(=O)(=O)N3CCN(C(=O)c4ccco4)CC3)c2)on1	-2%	18%[59 µM]	-8%	-31%	4%	26%	-1	-10%	14%
CCCCn1c(N)c(N(CCOC)C(=O)c2cc(-c3ccc(C)cc3)nc3ccccc23)c(=O)[nH]c1=O	5%	-18%[0.501 µM]	-2%	6%	-13%	35%	1	-4%	5%
Cc1cc(C)cc(N(CC(=O)N2CCN(Cc3ccccc3)CC2)S(=O)(=O)c2c(C)noc2C)c1	1%	50µM*	0%	1%	14%	11%[57 µM]	1	-1%[57.1 µM]	-18%&13%
CC(C)OC(=O)c1cccc(-c2ccc(C=O)o2)c1	-2%	?	16%	3%	-20%	20%	3	-9%	14%
C=CCOc1nc2c(c(=O)n(C)c(=O)n2C)n1Cc1ccccc1	-6%	-36%	0%	-13%	?	22%	0	0%	-2%
COC(=O)c1cccc(S(=O)(=O)N2CCC(C)CC2)c1	-8%	-4%[12.7 µM]	12%	8%	0%	18%	-5	-4%	10%
Cc1ccccc1NC(=O)CSc1nnc(-c2ccccc2)n1-c1ccccc1	1%	-10%	1%	-26%	168%[activator]	3%	-5	-22%	-21%
CCCOc1ccc(-c2cccc(NS(=O)(=O)c3cccs3)c2)nn1	-2%	3%[59 µM]	3%	-12%	-17%	31%[57 µM]	0	-10%	-2%
C=CCNC(=O)c1ccccc1NC(=O)Cc1ccccc1[N+](=O)[O-]	6%	?	12%	6%	0%	27%	-16	0%	-12%
Cc1nn(-c2ccccc2)c(Cl)c1C(=O)NNC(=O)c1ccccc1O	2%	43%[59 µM]	24%	7%	332%[activator]	42%[activator]	3	-14%	16%
COc1cccc(C(=O)Nc2cccc(-c3nc4ncccn4c3C)c2)c1	-1%	1%[59 µM]	-10%	-37%	2%	16%[57 µM]	-2	-6%	6%
O=C(CCN1CCOCC1)Nc1c(-c2ccccc2)c2cc(Br)ccc2[nH]c1=O	-2%	?	7%	0%	-16%	13%	9	-12%	4%
COc1cccc(CNC(=O)c2nn(-c3ccc(C)cc3)c(=O)c3c2c2ccccc2n3C)c1	-17%	10%[59 µM]	0%	·	-30%	25%	-2	-6%	-9%
Cc1nc([N+](=O)[O-])c(N2CCOCC2)n1Cc1ccccc1	-4%	·	0%	-1%	23%	29%	-1	-4%	19%
Cc1sc2nc(SCC(=O)Nc3c(C)n(C)n(-c4ccccc4)c3=O)n(C)c(=O)c2c1C	1%	?	-16%	-33%	-12%	-13%	-5	?	-29%

Individual results from above:
Cc1c(Cl)c([N+](=O)[O-])nn1Cc1ccc(C(=O)N/N=C\c2cccc(Br)c2)o1 @ PI4K2A inh: -4
O=C(CCN1CCOCC1)Nc1c(-c2ccccc2)c2cc(Br)ccc2[nH]c1=O @ ERG Ets-DNA blk: -2%
CCOP(=O)(c1ccccc1)C(O)c1ccc([N+](=O)[O-])cc1 (stereo not drawn) @ BAZ2B inh: -22%

Back to the main list, repeating the 2 entries before the break.
compound	ERG Ets-DNA blk	G9a inh	GLS inh	BAZ2B inh	12-LOX inh	HP1b chromo inh	PI4K2A inh	JMJD2A Tudor	RGS4 inhibitor
Cc1nc([N+](=O)[O-])c(N2CCOCC2)n1Cc1ccccc1	-4%	·	0%	-1%	23%	29%	-1	-4%	19%
Cc1sc2nc(SCC(=O)Nc3c(C)n(C)n(-c4ccccc4)c3=O)n(C)c(=O)c2c1C	1%	?	-16%	-33%	-12%	-13%	-5	?	-29%
CCOC(=O)Nc1ccc2c(c1)N(C(=O)CN)c1ccccc1CC2	10%	16%[59 µM]	-16%	-4%	6%	40%	1	-25%	-12%
CCOC(=O)c1ccc(N2C(=O)c3n[nH]c(-c4ccco4)c3C2c2ccc(F)cc2)cc1 (stereo not drawn)	-6%	11µM*	-1%	·	?	-14%	3	?	-18%
COc1ccc(OC)c(NC(=O)C2CC2c2ccccc2)c1 (stereo not drawn)	-1%	5%[0.501 µM]	6%	-4%	-1%	-3%	-1	-22%	0%
COCC(=O)N(Cc1cc2ccc(C)cc2[nH]c1=O)c1ccccc1C	-3%	-7%	6%	-16%	?	8%	0	-10%	-7%
O=S(=O)(NCCc1csc2nc(-c3ccc(F)cc3)nn12)c1ccc2c(c1)OCCO2	1%	?	-10%	-2%	-30%	27%	2	-6%	-3%
COc1ccc(-c2onc(C)c2C)cc1S(=O)(=O)N1CCc2ccccc21	3%	-27%[59 µM]	-6%	1%	-9%	45%[activator]	3	-7%	7%
Cc1ccc(S(=O)(=O)NCCC(=O)N2CCC(Cc3ccccc3)CC2)cc1	-10%	19%[0.501 µM]	0%	11%	-19%	45%[activator]	-2	-9%	-10%
Nc1nc2sc3c(c2cc1C(=O)N1CCOCC1)CCCC3	-4%	?	-6%	-39%	?	6%	4	14µM*	7%
C=C1CCc2c([nH]c3ccc(OCC(C)C)cc23)C1=O	-9%	16%	1%	4%	1%	23%	43	-17%	-30%
O=C(Nc1ccnn1C1CCN(C2CCC2)CC1)c1cccc(F)c1	10%	4%	-7%	-13%	0%	41%[activator]	2	-3%	-3%[56.9 µM]
C1=CN2CCC1C(c1ccccc1)C2 (stereo not drawn)	9%	-26%	-8%	1%	0%	45%[activator]	-3	-6%	11%
Cc1cccc(-n2c(O)c(C=NC3CCS(=O)(=O)C3)c3ccccc3c2=O)c1C (stereo not drawn)	7%	14%[12.7 µM]	0%	-16%	294%[activator]	3%	-1	-2%	-8%
Cc1cc(C)nc(SCCCNCc2ccccc2)n1	6%	50µM*	2%	-38%	-25%	28%	-4	-15%	6%
COc1ccc(S(=O)(=O)NC(C)C(=O)NCc2ccncc2)cc1Cl (stereo not drawn)	-3%	13%	2%	5%	-13%	-11%	2	-17%	3%
CC(/C=C/c1ccccc1)NC(N)=O (stereo not drawn)	·	8%[59 µM]	4%	·	2%	12%	-2	-2%	21%
Cc1cccc(N2CCN(C(=O)c3ccnn3C)CC2)c1C	-13%	·	3%	2%	?	43%[activator]	2	-4%	-21%
CC(C)C(NS(=O)(=O)c1cccc2nsnc12)C(=O)N1CCCCC1 (stereo not drawn)	-12%	-2%	-11%	-1%	0%	72%[activator]	5	-9%	-22%[56.9 µM]
Cc1ccc(S(=O)(=O)N2CCN(CC(=O)NC(=O)NCc3ccco3)CC2)cc1C	10%	1%[12.7 µM]	-10%	-37%	0%	5%	7	?	-8%
O=C(CC1C(=O)NCCN1Cc1cccc(F)c1F)NCCCC1CCCC1 (stereo not drawn)	-1%	50µM*	-8%	-19%	-25%	39%[activator]	9	-11%	-19%
CCCNC(=O)N1CCN(C(c2ccccc2)c2ccccc2)CC1	3%	34%	-3%	-2%	-6%	20%	-4	-7%	2%
COc1ccc(C(=O)Nc2ccncc2)cc1S(=O)(=O)N1CCOCC1	3%	40%[12.7 µM]	-2%	14%	-15%	23%	-14	-2%	14%
COc1cccc(N2C(=O)C(c3ccccc3)=C(c3nc4ccccc4s3)C2NC(C)=O)c1 (stereo not drawn)	6%	8%[12.7 µM]	-3%	-36%	-27%	1%	-4	-31%	-35%

High-throughput results from PubChem.
